# Screening data deposited in PubChem by Sanford-Burnham Center for Chemical Genomics.
# tim10-1 inh: inhibits growth of tim10-1 mutant yeast; S. cerevisiae tim10-1 ts strain growth, BacTiter-Glo, 24 h; inhibition, % at 20 µM; actives 2.2% (n = 330,000); AID 463190;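 active means inhibition of at least 40%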;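 further: mutant grown at 25 °C; 0% = DMSO wells with yeast and 100% = wells holding no yeast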
# hIAP inh: human IAP inhibition. purified IAP, CDP-Star luminescence, 30 min. inhibition, % at 10 µM. actives 0.12% (n = 330,000). AID 2544;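 active means inhibition reaching a set limit with compound at 10 µM in the primary screen, cut at about 35% in these data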;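 further: plate controls were DMSO wells with enzyme for no effect and no-enzyme buffer wells for full effect; values of inactives mirror those of a sister screen read the other way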
# Target sequence (P09923 whole entry, looked up): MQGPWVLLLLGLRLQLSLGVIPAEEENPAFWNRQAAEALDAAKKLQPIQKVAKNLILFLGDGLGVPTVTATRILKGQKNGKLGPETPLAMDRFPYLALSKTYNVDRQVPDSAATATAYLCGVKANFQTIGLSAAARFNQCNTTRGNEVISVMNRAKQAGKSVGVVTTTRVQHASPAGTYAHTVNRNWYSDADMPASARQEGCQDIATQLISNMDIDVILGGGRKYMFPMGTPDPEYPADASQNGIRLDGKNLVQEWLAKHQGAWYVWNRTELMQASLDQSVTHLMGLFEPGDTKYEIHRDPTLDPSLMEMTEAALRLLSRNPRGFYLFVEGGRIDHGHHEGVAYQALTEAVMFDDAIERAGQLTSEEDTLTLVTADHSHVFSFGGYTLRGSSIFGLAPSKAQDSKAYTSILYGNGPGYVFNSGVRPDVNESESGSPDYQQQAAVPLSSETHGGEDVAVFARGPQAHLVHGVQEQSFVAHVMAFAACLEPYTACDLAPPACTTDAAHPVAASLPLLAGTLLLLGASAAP
# APOBEC3G inh: inhibitors of human APOBEC3G DNA deaminase; Q9HC16; recombinant A3G, ssDNA deamination FAM/TAMRA fluorescence; actives 0.28% (n = 330,000); inhibition, % at 20 µM;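 active means inhibition of at least 40% at 20 µM, with no more than 30% in the related APOBEC3A deaminase screen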;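 further: plate controls were DMSO wells with A3G for no effect and wells lacking A3G enzyme for full effect; some compounds called inactive have numbers as strong as hits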
# A3A deaminase: human APOBEC3A DNA deaminase inhibition. P31941. recombinant A3A, FAM/TAMRA ssDNA deamination fluorescence. inhibition, % at 20 µM. actives 0.41% (n = 330,000). AID 493011;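 active means at least 40% inhibition at 20 µM here, with at most 30% in a related deaminase screen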;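 further: plate controls were A3A with DMSO for no effect and wells lacking A3A enzyme for full effect; some results filed as inactive read as strong as hits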
# Target sequence (P31941 whole entry, looked up): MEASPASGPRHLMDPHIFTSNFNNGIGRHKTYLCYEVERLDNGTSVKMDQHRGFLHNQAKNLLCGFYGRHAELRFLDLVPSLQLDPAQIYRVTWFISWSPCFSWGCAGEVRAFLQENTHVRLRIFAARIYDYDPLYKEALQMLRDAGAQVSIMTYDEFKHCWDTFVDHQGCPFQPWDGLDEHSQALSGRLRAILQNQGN
# TIM10 inh: inhibits growth of TIM10 yeast strain | S. cerevisiae TIM10 strain growth, BacTiter-Glo luminescence, 24 h | inhibition, % at 10 µM | actives 1.4% (n = 330,000) | AID 463195;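 active means inhibition of 40% or more at the single tested concentration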;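 further: wild-type TIM10 isogenic control strain grown at permissive 25 °C; 0% = DMSO yeast wells and 100% = minimal medium wells without yeast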
# mIAP inh: blocks mouse intestinal alkaline phosphatase; purified mouse IAP, CDP-Star luminescence, 30 min; inhibition, % at 10 µM; actives 0.2% (n = 330,000);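 active means inhibition of at least 40% at 10 µM in the primary screen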;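 further: plate controls were DMSO with enzyme for no effect and no enzyme wells for full effect; values of inactives mirror those of a sister screen read the other way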
# NALP3 yeast inh: inhibitors of NALP3 inflammasome in yeast | Yeast reconstituted NLRP3/ASC/caspase-1, beta-gal luminescence, 24 h | inhibition, % at 10 µM | actives 0.39% (n = 330,000) | AID 2825;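 active means inhibition of 50% or more; inactive means inhibition below 50%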;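 further: plate controls were induced DMSO wells for no effect and uninduced yeast grown without galactose for full effect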
# mIAP act: mouse IAP activation. muIAP, CDP-Star luminescence, 30 min; hits give high values; 1 = vehicle-only enzyme signal, 0 = enzyme-free wells. AID 2805. actives 0.24% (n = 330,000). activation factor at 10 µM;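 active means activation factor of at least 2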; further: the source names both 10 and 20 µM as test concentration; values of inactives mirror those of a sister screen read the other way
#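 Assay system: mouse IAP enzyme / Compound: DMSO-dissolved test compounds / Timing: 30 min, room temperature / Measured by: luminescence from enzymatic CDP-Star hydrolysis / Control set: DMSO-only wells, enzyme-free buffer wells as negative control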
# MIN6 prolif: induces beta-cell replication in MIN6 cells | MIN6 cells proliferation, ATPlite luminescence, 48 h; cells starved in 0.2% serum; 100% = growth in 10% serum | proliferation, % at 10 µM | actives 0.29% (n = 330,000);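 active means compounds whose signal lies at least 3.5 SD above the mean of all wells on their plate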;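 further: 0% = DMSO-treated cells in low-serum medium and 100% = 10% serum control; some compounds called inactive have numbers as strong as hits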
# The depositor's hits bear a star; & = joins results of further samples.
SMILES,tim10-1 inh,hIAP inh,APOBEC3G inh,A3A deaminase,TIM10 inh,mIAP inh,NALP3 yeast inh,mIAP act,MIN6 prolif
COc1cccc(NC(=O)COc2ncnc3sc(C)c(C)c23)c1,-20,-4,-3,-6,11,1,9,0.99,-1
COc1ccccc1NS(=O)(=O)c1cc(C(=O)NCc2cccnc2)ccc1C,-5,-1,-10,-1,6,0,12,1,-2
COCCCNC(=S)NC1CC2CCC(C1)N2Cc1ccccc1 (stereo not drawn),5,-7,-1,-3,11,-4,-1,1,6
COc1cc(C(=O)NCc2ccc(OCCN(C)C)cc2)cc(OC)c1OC,2,8,-4,0,9,2,14,0.98,-4
O=C(Nc1cc(C(F)(F)F)ccc1-n1cncn1)c1ccc(Br)cc1,19,0,-7,-5,29,5,22,0.95,1
Cc1cc(=O)oc2cc(OC(C)C(=O)NCC3CCC(C(=O)O)CC3)c(Cl)cc12 (stereo not drawn),-4,12,13,9,-3,9,10,0.91,-2
CCOc1c(Nc2cccc(Cl)c2)c(=O)c1=O,0,14,-2,-1,5,5,6,0.95,0
CC(C)NC(=S)NN(c1ccccc1)c1ccccc1,38,1,0,-2,8,11,-4,0.89,0
O=C(Nc1cccc(S(=O)(=O)N2CCCC2)c1)c1ccncc1,2,5,-7,-4,13,7,11,0.93,1
C/C(=N\NC(=O)C(=O)Nc1ccc(C)cc1)c1ccncc1,6,19,-3,-3,5,5,8,0.95,0
COc1cccc(S(=O)(=O)NCc2ccc(C(=O)N3CCN(Cc4ccccc4)CC3)cc2)c1,2,-10,-8,-6,6,-1,11,1,-1
COc1ccc(C2C(C(=O)c3sc(C)nc3C)=C(O)C(=O)N2CCCn2ccnc2)cc1 (stereo not drawn),8,-5,-6,-3,-14,7,11,0.93,-4
Cc1nn(-c2ccccc2)c(N)c1C1(O)C(=O)Nc2ccc([N+](=O)[O-])cc21 (stereo not drawn),7,0,-3,-9,-9,-5,1,1,-4
Cc1cnc(CNC(=O)c2ccc3oc(Cc4ccccc4)nc3c2)[nH]1,5,-20,-4,-2,6,3,11,0.97,-3
COc1ccc(N2C(=O)CC(N3CCN(c4ccc(C(=O)c5cccnc5)cc4)CC3)C2=O)cc1 (stereo not drawn),23,14,-2,1,15,2,8,0.98,0
CCN(CC(=O)Nc1ccc2c(c1)OC(F)(F)O2)Cc1nc2ccccc2c(=O)[nH]1,16,-36,2,2,-3,-17,4,1.2,-2
COC(=O)c1cc(OC)c(OC)cc1NC(=S)NC(=O)c1ccco1,26,-10,-3,0,-2,3,20,0.97,-3
Cc1ccc(C(O)(C(=O)NNc2ccc3ccccc3n2)c2ccc(C)cc2)cc1,-2&18,-54&-10,-9&-2,-5&1,12&8,-9&2,23&2,1.1&0.98,-6&0
Cc1ccc(-c2nc(CS(=O)CC(=O)NCCCc3ccccc3)c(C)o2)cc1 (stereo not drawn),31,15,-3,-3,15,1,-8,0.99,-5
CCOc1ccc(C2CC(c3ccc(CC)cc3)n3nc(N)nc3N2)cc1 (stereo not drawn),18,-2,-8,-1,11,7,10,0.93,3
O=C(Nn1cnnc1)c1ccc(OC(F)(F)C(F)C(F)(F)F)cc1 (stereo not drawn),11,11,-4,0,-3,3,16,0.97,0
Cc1ccc(NC2=NC(=S)N(CC#N)C23CCCCC3)cc1,15,-4,-4,-4,7,-1,7,1,-2
CCOC(=O)Cn1c(=O)c2c(nc(Br)n2CC(=O)OCC)n(C)c1=O,1,2,-7,-5,-2,-14,15,1.1,0
COC(=O)/C=C/COc1ccccc1[N+](=O)[O-],-5,-6,-9,-1,-15,-4,6,1,-1
COc1cccc(C(=O)Nc2ccc(NC(=O)C3CC3)nc2)c1,6,-7,-4,-1,-7,-7,18,1.1,1
# Next part
SMILES,tim10-1 inh,hIAP inh,APOBEC3G inh,A3A deaminase,TIM10 inh,mIAP inh,NALP3 yeast inh,mIAP act,MIN6 prolif
O=C(NN1C(=O)C2C3C=CC(C4CC34)C2C1=O)c1ccccc1Cl (stereo not drawn),13,-4,-6,-1,-21,12,-6,0.88,-2
Cc1ccccc1N(CC(=O)NCCc1ccccc1)C(=O)c1csnn1,-24,8,-11,-3,15,-3,-11,1,-3
CCc1ccc(NC(=O)N[C@H](C(=O)O)C(C)CC)cc1 (stereo partly drawn),7,-7,-9,-2,-23,-4,1,1,-3
O=C(CCc1nnc(Cc2cccc(C(F)(F)F)c2)o1)NCCc1ccccc1F,15,-11,3,-3,10,-4,12,1,-2
O=C(CSc1nnc(NC2CC2)s1)NN1C(=O)NC2(CCCCC2)C1=O,4,-6,-5,-2,-3,-11,-1,1.1,-2
COc1ccc(C)cc1S(=O)(=O)NCCC1=CCCCC1,20,-6,5,3,7,0,12,1,-2
O=C(NC1CCCCC1)c1cc([N+](=O)[O-])[nH]n1,14,2,-8,-2,4,-7,5,1.1,-1
O=c1c(Cc2c(F)cccc2Cl)c(O)ccn1CCCN1CCOCC1,-2,-8,-6,-4,1,8,18,0.92,-2
Cc1ccc(NC(=O)Cn2cnc3c(OCc4ccccc4)ncnc32)cc1C,-8,-1,-4,-1,-1,-8,-6,1.1,-3
CCN(CC)Cc1cc(C(C)=O)ccc1O,-4,-11,-8,-7,-4,13,-1,0.87,4
O=C1OCCC1Sc1nnc(-c2ccccc2)o1 (stereo not drawn),7,-12,-3,0,-2,-9,17,1.1,3
COc1cc(/C=N/N=C2/SCC(=O)N2c2ccc(O)cc2)ccc1O,-1,-12,-6,0,14,7,5,0.93,2
CCCNC(=O)NC(=O)c1cnccc1C(F)(F)F,-12,-4,-7,-1,-11,0,2,1,-1
CC(C)C(NS(=O)(=O)c1ccccc1)C(=O)N1CCCCCC1 (stereo not drawn),14,16,-4,-3,7,6,14,0.94,-2
CC(=O)N1c2ccc(S(=O)(=O)NCCc3ccc(S(N)(=O)=O)cc3)cc2CC1C (stereo not drawn),-17,8,-4,-3,-3,-6,4,1.1,2
COc1ccc(NC(=O)CSc2nnc(Cc3ccc(C)cc3)c(=O)n2N)cc1,-12,-28,-1,1,-3,4,-7,0.96,-4
CCOC(=O)C1CCCN(Cc2nc(CC3CC3)no2)C1 (stereo not drawn),-6,-10,-5,-2,-10,-9,2,1.1,1
CCCN(CCC)C(=O)Cc1coc2ccc3ccccc3c12,31,13,-3,-2,23,4,-5,0.96,0
O=C(c1cc(-c2ccco2)nc2ccccc12)N(Cc1nnc(-c2ccc(Cl)cc2)o1)C1CC1,20,6,7,26,-8,2,9,0.98,-5
COc1cccc(CN2CCCC(C(=O)Nc3ccc(-c4cscn4)cc3)C2)c1 (stereo not drawn),23,-18,-4,-1,11,3,9,0.97,-5
Cc1ccc(NC(=O)CCN2CCN(C/C=C/c3ccccc3)CC2)cc1C,28,-8,-8,-7,-3,-7,20,1.1,-4
COc1ccc(Cc2nnc(-c3ccccc3)o2)cc1,2,0,-3,1,-21,7,31,0.93,-2
COC(=O)c1c(NC(=S)NN2CCN(C)CC2)sc2c1CCC(C)C2 (stereo not drawn),-30,6,-8,-3,20,10,25,0.9,-7
CCN1CCN(Cc2ccc(NC(=O)c3cc(NC(=O)N4CCNC4=O)cc(OC)c3)cc2C(F)(F)F)CC1,-11,14,-3,-1,5,16,13,0.84,-8
O=C(Nc1cc(C(F)(F)F)ccc1N1CCOCC1)c1ccc(F)cc1,11,6,2,3,-3,1,33,0.99,0
# Going on with the list.
SMILES,tim10-1 inh,hIAP inh,APOBEC3G inh,A3A deaminase,TIM10 inh,mIAP inh,NALP3 yeast inh,mIAP act,MIN6 prolif
c1cncc(C(c2nnnn2C2CCCC2)N2CCCC2)c1 (stereo not drawn),7,-13,-3,-2,6,11,-4,0.89,0
COc1ccc(NC2=CC(=O)N(C)C2=O)cc1,12,-6,-2,-1,6,-2,21,1,3
COc1ccccc1C/C(N)=N/OC(=O)COc1cccc(C)c1,43*,9,0,1,51*,3,19,0.97,0
CN(Cc1nc2ccccc2s1)C(=O)c1ccc(F)cc1,-2,-15,-10,-2,-10,-8,15,1.1,1
CC1CCN(S(=O)(=O)N2CCC(C(=O)NCCc3ccccc3)CC2)CC1,2,2,0,1,-7,-1,23,1,-3
Cc1ccc2c(c1)c1ncnc(N3CCc4ccccc4C3)c1n2C,44*,29,5,2,21,1,26,0.99,-5
COC(=O)c1ccc(Cc2ccc(C(=O)OC)o2)o1,12,11,-6,0,13,-10,14,1.1,-1
CCn1c(=O)cc(OCC(=O)N(C)c2ccccc2F)c2ccccc21,22,-22,14,7,12,-8,21,1.1,-1
Cc1ccc([N+](=O)[O-])cc1S(=O)(=O)Nc1ccc(-c2ccc(N3CCCC3)nn2)cc1,-5,-2,-2,-2,0,10,-6,0.9,-1
Cc1ccc(C)c(S(=O)(=O)NCc2ccc3c(c2)OCO3)c1,0,2,-7,-4,-8,-2,22,1,0
O=C(CCCc1c[nH]c2ccccc12)Nc1ccc2ccccc2c1,-3,-5,-4,-2,29,-18,28,1.2,-4
CN(CC(=O)Nc1cccc(F)c1)C(=O)c1ccc(N2CCCC2)c([N+](=O)[O-])c1,8,8,-5,5,-9,4,12,0.96,-2
O=C(O)COc1ccc(/C=N/NC(=O)c2cccc3ccccc23)cc1,-13,1,-10,-3,9,9,16,0.91,1
O=C(CN1C(=O)C2C3C=CC(C3)C2C1=O)Nc1nc2ccccc2[nH]1 (stereo not drawn),8,-16,-2,1,-9,11,24,0.89,-6
CCCn1c(N)c(C(=O)CSc2nnc(-c3cccnc3)n2-c2ccc(C)cc2C)c(=O)[nH]c1=O,10,-12,-14,11,16,5,2,0.95,3
CCCCCCCC1CC(=O)C=C(C)C1C(=O)OCC (stereo not drawn),25,2,-4,-2,20,5,7,0.95,0
CCC1CN(C(=O)NCc2ccc(C)cc2)c2ccccc2O1 (stereo not drawn),15,-4,-6,-2,-7,-7,27,1.1,0
COc1ccc(S(=O)(=O)N(CC(=O)NCc2ccco2)c2ccccc2OC)cc1,10,-5,13,20,1,-3,3,1,1
O=C(CCCC(=O)N(c1cccc(F)c1)C(C(=O)NC1CCCC1)c1ccc(O)cc1)Nc1ccccn1 (stereo not drawn),-10,8,1,3,-1,-5,9,1,-1
CCOC(=O)c1sc(N)c(C#N)c1CSc1nc2ccc(C)cc2[nH]1,4,13,-6,-3,-6,0,15,1,2
CC1=Nn2c(nc(-c3ccccc3)c2-c2ccccc2)N(CC(N)=O)C(=O)C1,-3,5,-3,-1,-4,-5,-18,1.1,-1
O=C(CCC(=O)N(CC(=O)NC1CCCCC1)c1ccc(F)cc1)Nc1nccs1,-7,1,-4,0,6,7,-4,0.93,-2
O=C(Nc1cccc(C(F)(F)F)c1)C1CCN(S(=O)(=O)c2cnc[nH]2)CC1,1,4,-6,-3,5,-3,-7,1,0
CCOc1ccc(NC(=O)c2ccccc2NC(=O)CNC2CCCC(C)C2C)cc1 (stereo not drawn),10,0,-7,-4,29,-1,6,1,0
CCCC(=O)NC(NC(=S)Nc1ccc(N=Nc2ccccc2)cc1)C(Cl)(Cl)Cl (stereo not drawn),5,19,-6,3,2,16,11,0.84,-5
CCOc1ccc(/C=C/C(=O)NCc2ccccc2)cc1,17,-4,-3,1,17,16,44,0.83,0
